KB-3-1 cytotox = kills parental KB-3-1 adenocarcinoma cells | Potency, µM (titrated, usually from 46.1 µM), for the others: at the highest dose activity change, negative = cytotoxic, usual class: cytotoxic | KB-3-1 viability, CellTiter-Glo ATP luminescence, 72 h | 400,000 tested, 1.4% active | AID 1347075; also: potency is read from the fitted curve at half-maximal effect; % is scaled to controls: 0 for no effect and ±100 for the full control effect; nearly all actives have a fitted effect of over 60% in size
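Multi-concentration cytotoxicity screen in KB-3-1 cells grown in DMEM lacking phenol red with 10% FBS. After 72 h at 37 °C with compound, ATP-dependent luminescence was recorded.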
ATXN viability = cell viability loss in ATXN counter-screen | Potency, µM (doses to about 56.7 µM), usual class: cytotoxic | AID 651635 | 400,000 tested, 0.49% active | S2 cells (HEK-293 line with an ATXN2-luciferase reporter) viability, CellTiter-Fluor protease fluorescence, 24 h; also: potency is read from the fitted curve at half-maximal effect; nearly all actives have a fitted effect of over 40% in size
ATXN2 expr inh = inhibitors of ATXN2 expression | Potency, µM (series often up to 57 µM), inactives show at the top dose activity change, negative = inhibition, usual class: inhibitors | AID 1745845 | 360,000 tested, 0.72% active | HEK-293 ATXN2-luciferase reporter, luminescence, 24 h; also: potency is read from the fitted curve at half-maximal effect; % is scaled to controls: 0 for no effect and ±100 for the full control effect; nearly all actives have a fitted effect of over 55% in size
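ATXN2-luciferase reporter cells (luciferase flanked by upstream and downstream ATXN2 gene portions) were treated 24 h at 37 °C with compounds at up to 57 uM. SteadyGlo luminescence gave expression; GF-AFC fluorescence gave viability.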
HepG2 tox = counter-screen for TGF-b inhibitors: cytotoxicity in HepG2 cells | HepG2 CAGA-GFP viability, ATP luminescence, 18 h | Potency, µM (series often up to 46.1 µM), for inactives: at the highest dose activity change, negative = cytotoxicity, actives largely listed as cytotoxic | 410,000 tested, 0.76% active | AID 588856; also: potency is read from the fitted curve at half-maximal effect; some results filed as inactive show a strong effect at the top dose
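HepG2 CAGA-GFP cells (1000/well, DMEM with 1% FBS) received compound, then TGF-beta at 500 pg/mL final, and were incubated 18 hours at 37 degrees C. Viability was read by CellTiter-Glo luminescence. Media-only wells were set as complete cell-killing and DMSO as no toxicity.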
MCF10A rerep = DNA re-replication induction in MCF 10a cells; MCF 10A DNA re-replication, Hoechst nuclear intensity, 48 h; Potency, µM (titrated, usually from 46.1 µM), inactives show at the top dose activity, positive = re-replication, hits mostly activators; 350,000 tested, 2.9% active; AID 624296; also: potency is read from the fitted curve at half-maximal effect; % of control where 0% means no effect; nearly all actives have a fitted effect of over 50% in size
HT1080NT lethal = kills 2HG-producing HT-1080-NT fibrosarcoma cells. HT-1080-NT fibrosarcoma viability, CellTiter-Glo ATP luminescence, 48 h. 360,000 tested, 1.6% active. Potency, µM (titrated, usually from 46.1 µM), for inactives: at the highest dose activity, negative = less viability, usual class: cytotoxic;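 also: NT is the 2HG producing partner of a matched IDH1 knockdown line; potency is read from the fitted curve at half-maximal effect; 0% = DMSO-treated cells and -100% = media-only wells without cells; nearly all actives have a fitted effect of over 55% in size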
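A 48-hour cytotoxicity screen used HT-1080-NT cells plated 2 hours before compound delivery. ATP-based CellTiter-Glo luminescence measured viability, normalized to DMSO and no-cell controls.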
IL1B secr inh = blocks inflammasome-driven IL-1 beta release | THP-1 LPS/ATP IL-1B secretion, AlphaLISA, 16 h; active compounds read low | activity change, % at 57.5 µM | 360,000 tested, 4.7% active | AID 743279; in the data active = activity change below about -50%; inconclusive = mostly about -30% to -49%; also: % is scaled to controls: 0 for no effect and ±100 for the full control effect
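Secreted IL-1B measured by AlphaLISA bead assay after 16 h compound exposure of THP-1 cells; compounds (final up to 57.5 uM) added 1 h before LPS (250 ng/mL) and ATP (1.25 mM) stimulation; lower signal means less secretion.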
SW480 rereplic = induces DNA re-replication in SW480 colon adenocarcinoma cells; AID 624297; 340,000 tested, 1.8% active; SW480 DNA re-replication, Hoechst DNA content imaging, 48 h; Potency, µM (titrated, usually from 46.1 µM), without a hit: at the highest dose re-replication activation, most hits filed as activators; also: potency is read from the fitted curve at half-maximal effect; % of control where 0% means no effect; nearly all actives have a fitted effect of over 55% in size
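Image-based DNA-content assay: after two days of treatment, nuclei were labelled with the DNA dye Hoechst and imaged, and hits were compounds raising the count of nuclei showing high fluorescence intensity.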
HT1080 IDH1KD tx = kills HT-1080 cells with IDH1 knockdown | HT-1080 IDH1 knockdown viability, ATP luminescence, 48 h | Potency, µM (doses to about 46.1 µM), inactives show at the highest dose activity, negative = toxicity, usual class: cytotoxic | 360,000 tested, 2% active;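 also: potency is read from the fitted curve at half-maximal effect; 0% = DMSO wells and -100% = cell-free medium wells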
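Cytotoxicity counter-line: IDH1KD HT-1080, 48 h, CellTiter-Glo. Curves classed by r2, magnitude and activity.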
Numbers without * were called inactive; i = inactive; ? = inconclusive; . = no result given; ! = a repeat was not active; [ ] = remark or other dose. Unless noted, calls follow the shape of the dose curve; as a rule, active = well fitted curve in the direction sought with a large enough effect; inconclusive = small, poorly fitted or top-dose-only effect, or another doubt; inactive = no such curve, though single readings can be large; an effect the other way counts as inactive or inconclusive. A portion of the library; the hit share may differ from the screen's.

Molecule	KB-3-1 cytotox	ATXN viability	ATXN2 expr inh	HepG2 tox	MCF10A rerep	HT1080NT lethal	IL1B secr inh	SW480 rereplic	HT1080 IDH1KD tx
CN1C2CCC1CC(OC(=O)c1ccc(Cl)cc1)C2 (stereo not given)	-5%	i	-14%	-30%	12%	-12%	-8	-6%	-2%
c1ccc(CNc2c3c(nc4ccccc24)CCC3)cc1	?	?	18µM*	-29%	?	?	-93*	14%	?
COc1ccc(-c2nc(CN3C(=O)CN=C(c4ccccc4)c4ccccc43)c(C)o2)cc1	15µM*	?	?	-89%	.	.	.	.	.
CCCCOP(=O)(OCCCC)/C(C#N)=C(/C)O	2%	i	4%	-16%	-3%	7%	19	-6%	16%
NC(=O)OCCSc1nnc(-c2cccc(C(N)=S)c2)o1	0%	i	0%	-26%	14%	-8%	-18	-4%	?
CC1OC(OC2C=C3CCC4C(CCC5(C)C(c6ccc(=O)oc6)CCC45O)C3(C)CC2)C(O)C(OC2OC(CO)C(O)C(O)C2O)C1O (stereo not given)	?	?	0.0075µM*	-54%	3%	0.21µM*	-71*	?	0.18µM*
O=C(O)CSC(=S)N1CC2CC(C1)c1cccc(=O)n1C2 (stereo not given)	-6%	i	.	-12%	-5%	11%	6	1%	-2%
COC(=O)C1=C(c2cc3ccccc3s2)C[C@@H]2CC[C@H]1N2C(=O)NCCCOC(C)C	-1%	?	0%	-1%	9%	5%	4	1%	12%
CCc1ccc(CN2CCN(Cc3ccc(SC)cc3)CC2)cc1	-24%	?	-35%	-91%	30%	?	-91*	12%	?
NP(=O)(Oc1ccccc1)c1ccccc1 (stereo not given)	4%	i	3%	-17%	-2%	10%	21	-3%	?
CCCCn1c(O)c(C(CC)=NCc2ccc3c(c2)OCO3)c(=O)[nH]c1=O	-2%	i	-11%	-25%	1%	-16%	-22	-5%	-27%
CCC(=O)N1CCN(CCN=Cc2c(O)n(C)c(=O)n(C)c2=O)CC1	0%	i	-1%	-37%	0%	-7%	4	-11%	-2%
O=C1c2ccccc2C(=O)N1Cc1nc2ccccc2c(=O)n1-c1ccc(Br)cn1	4%	i	5%	1%	-1%	-2%	16	2%	6%
CC12Nc3ccccc3C(=O)N1Cc1cnnn1-c1ccccc12 (stereo not given)	5%	i	18%	.	.	23%	21	.	-1%
Cc1cccc(/C(N)=N/OC(=O)N2CCOCC2)c1	-18%	i	1%	-40%	?	?	-18	?	11µM*

2 of the compounds above, as labelled records:
CCc1ccc(CN2CCN(Cc3ccc(SC)cc3)CC2)cc1
  KB-3-1 cytotox: -24% | ATXN viability: ? | ATXN2 expr inh: -35% | HepG2 tox: -91% | MCF10A rerep: 30% | HT1080NT lethal: ? | IL1B secr inh: -91* | SW480 rereplic: 12% | HT1080 IDH1KD tx: ?

NP(=O)(Oc1ccccc1)c1ccccc1 (stereo not given)
  KB-3-1 cytotox: 4% | ATXN viability: i | ATXN2 expr inh: 3% | HepG2 tox: -17% | MCF10A rerep: -2% | HT1080NT lethal: 10% | IL1B secr inh: 21 | SW480 rereplic: -3% | HT1080 IDH1KD tx: ?

The list goes on.
Molecule	KB-3-1 cytotox	ATXN viability	ATXN2 expr inh	HepG2 tox	MCF10A rerep	HT1080NT lethal	IL1B secr inh	SW480 rereplic	HT1080 IDH1KD tx
CC(=NCc1cccnc1)c1c(O)n(-c2ccccc2)c(=O)[nH]c1=O	-1%	i	6%	-16%	-3%	-17%	-3	-7%	-12%
COc1ccc(OP(=O)(Nc2ccccc2)Nc2ccccc2)cc1	-1%	i	-7%	4%	-16%	3%	-2	4%	-23%
CC(C)(C)c1ccc(C(=O)C2CCCN(Cc3ccon3)C2)cc1 (stereo not given)	-6%	i	39%	-59%	1%	0%	51	-1%	-2%
CCOC(=O)c1c(-n2c(C)cc(C=C3C(=O)NC(=S)NC3=O)c2C)sc2c1CCCC2	?	22µM*	20µM*	-47%	18µM*	?	-110*	?	?
O=C(NC1CCCCC1)Oc1cc2oc(=O)sc2cc1Cl	0%	i	-13%	-34%	?	-6%	23	-3%	-10%
CC(NCc1cccc(Cl)c1Cl)C(O)c1ccccc1 (stereo not given)	-11%	i	?	28%	1%	-6%	-26	-2%	-13%
O=S(=O)(c1cc(Cl)cc(Cl)c1)N1Cc2cc(N3CCOCC3)ccc2-n2nncc2C1	-1%	i	2%	4%	.	-10%	0	.	-7%
Cc1ccccc1N1CCN(C2CCCN(C(=O)Cc3c(C)noc3C)C2)CC1 (stereo not given)	.	i	9%	-6%	4%	-3%	-5	?	-2%
CC(=Nc1ccc(F)cc1)c1c(O)n(C)c(=O)[nH]c1=O	0%	i	-10%	5%	?	8%	36	7%	4%
O=C(Oc1ccc(N2C(=O)C3C4CCC(C4)C3C2=O)cc1)c1ccco1 (stereo not given)	11%	i	-1%	-2%	4%	10%	42	?	5%
COc1cccc(CNCCc2ccc3c(c2)OCO3)c1OC	4%	i	.	-32%	5%	0%	-15	28%	0%
Cc1ccnc(-n2c(-c3ccco3)nc3ccccc3c2=O)c1	-2%	?	0%	-4%	14%	5%	-15	3%	4%
CC(=O)N1CCCc2cc(S(=O)(=O)N3CCCC(C(=O)N4CCN(c5ccccc5F)CC4)C3)ccc21 (stereo not given)	?	?	?	-14%	.	.	.	.	.
O=[N+]([O-])c1ccccc1CN1CC=C(c2ccc(F)cc2)CC1	-29%	i	127%[activator]	-38%	?	-17%	0	24%	-5%
O=C(CSC1c2ccccc2-c2ccccc21)N/N=C/c1ccccc1	-3%	i	-17%	-2%	?	-29%	14	?	-20%

Reprinted from the part before: 2 entries; new compounds follow.
Molecule	KB-3-1 cytotox	ATXN viability	ATXN2 expr inh	HepG2 tox	MCF10A rerep	HT1080NT lethal	IL1B secr inh	SW480 rereplic	HT1080 IDH1KD tx
O=[N+]([O-])c1ccccc1CN1CC=C(c2ccc(F)cc2)CC1	-29%	i	127%[activator]	-38%	?	-17%	0	24%	-5%
O=C(CSC1c2ccccc2-c2ccccc21)N/N=C/c1ccccc1	-3%	i	-17%	-2%	?	-29%	14	?	-20%
OC1(c2ccc(F)cc2)CC2CCC(C1)N2Cc1nnnn1C1CCCC1 (stereo not given)	-5%	i	0%	3%	7%	-3%	-5	-10%	12%
CCCCCCn1c(O)c(C=NCCN2CCCCC2)c(=O)[nH]c1=O	0%	i	-2%	38%	-8%	13%	4	-2%	15%
CN(C)c1nc(-c2ccccc2)[n+](C)s1	-6%	i	5%	-6%	4%	-4%	-1	1%	-1%[9.24 µM]
COC(=O)c1ccc(CSc2nc3c(cnn3-c3ccc(C)cc3)c(=O)[nH]2)o1	1%	i	0%	2%	?	-8%	20	25%	11%
c1ccc(CCCN2CCN(CCOC(c3ccccc3)c3ccccc3)CC2)cc1	?	?	27µM*!	11µM*	5.2µM*	23µM*	-16	?	23µM*
CN(C(=O)Oc1ccc([N+](=O)[O-])cc1)c1ccccc1	-24%	i	5%	24%	8%	0%	-56*	0%	3%
O=[N+]([O-])c1ccccc1CNCCc1c[nH]c2ccccc12	-9%	i	-10%	-11%	2%	-9%	?	-2%	-1%
N#CC1C(C#N)C2CCC1C1C2N1c1ccccc1 (stereo not given)	0%	i	4%	1%	-1%	1%	1	-3%	-3%
COC(=O)C[C@]1(C(=O)OC)CN(C#N)N(c2ccc(Cl)cc2)C12c1ccccc1-c1ccccc12	5.2µM*	5.6µM*	4µM*	-106%	5.2µM*	10µM*	-105*	?	4.1µM*
Cc1ccc(CN2CCCC(C(=O)c3sccc3C)C2)o1 (stereo not given)	4%	i	-9%	-16%	2%	-3%	-10	-3%	11%
Cc1ccccc1N1CCN(Cc2c[nH]c3ccccc23)CC1	-4%	?	?	10µM*	?	?	?	12%	1.3µM*
C[C@H]1CC[C@@H]2N(C1)C[C@H]1[C@@H]3C[C@H]4[C@@H](CC(=O)[C@H]5C[C@@H](O)CC[C@@]54C)[C@@H]3CC[C@H]1[C@]2(C)O	-2%	i	.	0%	-4%	-4%	-1	0%	0%
CCOP(=O)(OCC)C(Nc1cccc(C)c1)c1ccc(F)cc1 (stereo not given)	-9%	i	-7%	-25%	5%	-4%	16	-39%[inhibitor]	-6%
CC(C)N(CC(O)c1cccc([N+](=O)[O-])c1)C(C)C (stereo not given)	-4%	i	6%	-8%	15%	7%	10	2%	8%
N/C(=N\N=C\c1ccc(O)cc1O)N[N+](=O)[O-]	3%	i	11%	-1%	-3%	17%	12	7%	16%
CC(=O)O[C@@H]1CC[C@]2(C)C3CC[C@@]4(C)C(C[C@@H](O)[C@@H]4O)C3[C@@H](OC(C)=O)C[C@H]2C1 (stereo not given in full)	6%	i	12%	0%	-11%	-11%	13	4%	-8%
COCCCn1c(N)c(C(=O)OC(C)COC)c2nc3ccccc3nc21 (stereo not given)	24%	.	-9%	2%	5%	-4%	-20	3%	-3%

High-throughput results deposited in PubChem BioAssay by National Center for Advancing Translational Sciences (NCATS).
